# Compound activity from PubChem.
# GSH bead fluor = GSH bead compound fluorescence profile | GSH beads flow cytometry, compound fluorescence 488/530 nm; stronger effect = higher value | fluorescence (KMESF) at 10 µM | 0.25% of 190,000 active; in the data active = fluorescence above about 89;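 note: glutathione beads carrying GST-tagged Bcl family fusion proteins plus one bare bead set; values are compound well signal with DMSO vehicle wells as background; inactives centre near 16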
# Bcl-XL Bim block = human Bim-Bcl-XL interaction inhibition. Q07817. Bim peptide-Bcl-XL binding, bead flow cytometry, fluorescence. inhibition, % at 10 µM. 0.04% of 190,000 active. AID 1007
# Target sequence (Q07817 whole entry, looked up): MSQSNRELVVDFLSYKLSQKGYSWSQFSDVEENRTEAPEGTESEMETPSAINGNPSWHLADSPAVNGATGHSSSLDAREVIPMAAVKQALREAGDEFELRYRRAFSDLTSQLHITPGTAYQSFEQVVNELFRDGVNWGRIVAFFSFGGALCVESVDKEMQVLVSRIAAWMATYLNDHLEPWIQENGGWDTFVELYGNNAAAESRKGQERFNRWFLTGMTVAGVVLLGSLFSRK
# ABCG2 inh = inhibitors of human ABCG2 transporter, ABCB1 counter-screen; 0.1% of 190,000 active; inhibition, % at 6.6 µM; Q9UNQ0; IgMXP3 cells, JC-1 efflux, flow cytometry; AID 1325;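 active = inhibition above 80%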;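 note: 0% = DMSO and 100% = nicardipine control wells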
#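 Test system: IgMXP3 (ABCG2) plus far-red-tagged CCRF-Adr (ABCB1) cells. Reagent: JC-1 dye as substrate. Timing: 10 min exposure at 25 °C with rotation, no wash. Measured by: flow cytometric JC-1 green MFI at 530 nm. Read-out: percent efflux inhibition, scaled nicardipine 100% to DMSO 0%. Control set: nicardipine and DMSO wells.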
# RGS7-Gao reg = regulators of human RGS7-Galphao interaction; 0.35% of 220,000 active; P09471; binding response (% of control), % at 10 µM; AID 1439; Multiplexed bead flow cytometry, RGS7-Galphao binding; actives lie on both sides; in the data active = binding response below about 49% or above about 150%; inconclusive = no clear call, values can overlap the other calls; inactive = in between;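 note: fluorescent Galphao held in activated GDP-AlF4 state binding bead-coupled RGS7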
# ABCB1 inh = inhibitors of human ABCB1 transporter, ABCG2 counter-screen; P08183; inhibition, % at 6.6 µM; CCRF-Adr cells, JC-1 efflux, flow cytometry; 0.067% of 190,000 active; in the data active = inhibition above about 40%;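 note: 0% = vehicle and 100% = reference inhibitor; higher value means more JC-1 retained so stronger ABCB1 efflux block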
# Bcl-2 Bim block = human Bim-Bcl-2 interaction inhibition | P10415 | Bead-based flow cytometry, Bim peptide-Bcl-2 binding | inhibition, % at 10 µM | 0.06% of 190,000 active; in the data active = inhibition above about 40%; inconclusive = no clear call, values can overlap the other calls;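 note: 0% = no compound wells with probe peptide and 100% = reference peptide inhibitor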
# Target sequence (P10415 whole entry, looked up): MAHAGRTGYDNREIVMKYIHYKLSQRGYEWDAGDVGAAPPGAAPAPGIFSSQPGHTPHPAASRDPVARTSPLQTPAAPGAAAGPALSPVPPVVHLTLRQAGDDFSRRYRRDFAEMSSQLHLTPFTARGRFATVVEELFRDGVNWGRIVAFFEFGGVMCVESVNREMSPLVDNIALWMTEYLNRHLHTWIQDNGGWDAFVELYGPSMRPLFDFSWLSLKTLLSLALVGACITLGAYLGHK
# Bim-Bfl-1 = inhibitors of Bim-Bfl-1 interaction, human; Q16548; Bead-based flow cytometry, Bim-Bfl-1 binding inhibition; inhibition, % at 10 µM; 0.12% of 190,000 active; AID 1008;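 note: 0% = wells without compound plus tracer and 100% = blocker peptide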
# RGS8-Gao = human RGS8-Galphao interaction regulation | P09471 | multiplexed bead flow cytometry, RGS8-Galphao binding; actives lie on both sides | response (percent of control binding), % at 10 µM | 0.34% of 220,000 active | AID 1423; in the data active = response below about 60% or above about 140%; inactive = in between;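 note: Galphao activated as the GDP aluminium fluoride complex binding bead-coupled RGS8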
# Bim-Bcl-W = disrupts Bim peptide binding to human Bcl-W; Q92843; bead-based flow cytometry; inhibition, % at 10 µM; 0.02% of 190,000 active;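 note: 0% = bound tracer without compound and 100% = peptide blocker; higher means less fluorescent Bim peptide bound to Bcl-W beads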
# Target sequence (Q92843 whole entry, looked up): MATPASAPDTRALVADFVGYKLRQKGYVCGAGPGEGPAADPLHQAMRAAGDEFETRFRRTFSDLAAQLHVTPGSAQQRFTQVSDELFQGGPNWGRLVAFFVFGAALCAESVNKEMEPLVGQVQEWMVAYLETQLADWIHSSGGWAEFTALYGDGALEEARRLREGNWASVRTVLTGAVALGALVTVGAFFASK
# Bim-Bcl-B = human Bim-Bcl-B interaction inhibition; Q9HD36; bead-based flow cytometry, Bim peptide-Bcl-B binding; inhibition, % at 10 µM; 0.073% of 190,000 active; AID 951;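 note: 0% = tracer peptide without compound and 100% = reference inhibitor peptide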
# Target sequence (Q9HD36 whole entry, looked up): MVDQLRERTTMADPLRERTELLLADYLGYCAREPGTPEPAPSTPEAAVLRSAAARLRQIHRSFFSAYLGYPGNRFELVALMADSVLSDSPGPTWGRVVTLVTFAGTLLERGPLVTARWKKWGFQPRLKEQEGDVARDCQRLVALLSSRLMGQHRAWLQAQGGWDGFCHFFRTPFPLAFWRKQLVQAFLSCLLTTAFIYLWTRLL
# RGS4-Gao reg = human RGS4-Galphao interaction regulation; Multiplexed bead flow cytometry, RGS4-Galphao binding; actives lie on both sides; 0.33% of 220,000 active; AID 1415; binding response (% of control), % at 10 µM; in the data active = binding response below about 49% or above about 150%; inactive = in between;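 note: fluorescent Galphao activated with aluminum fluoride binding bead-coupled RGS4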
# Numbers without * were called inactive; ? = inconclusive; · = no result given. Cut-off read from the data, not from the text of the source, unless noted: active = inhibition above about 40%.
SMILES,GSH bead fluor,Bcl-XL Bim block,ABCG2 inh,RGS7-Gao reg,ABCB1 inh,Bcl-2 Bim block,Bim-Bfl-1,RGS8-Gao,Bim-Bcl-W,Bim-Bcl-B,RGS4-Gao reg
CCn1c(SCC(=O)O)nnc1-c1ccccc1,6,0.0,0.6,102.1,0.2,-2.0,0.0,102.1,0.0,1.0,104.4
NC(=O)C1CCN(CC(=O)Nc2ccccc2Sc2ccc(Cl)cc2)CC1,11,-3.0,12.6,100.3,1.7,-7.0,-5.0,102.0,-7.0,-3.0,103.1
Cc1cc2nc(C3CCN(C(=S)NCCCOC(C)C)CC3)[nH]c2cc1C,15,-3.0,3.0,103.4,0.4,-2.0,-7.0,105.2,0.0,-8.0,100.3
COc1ccc(N2C(=O)C(CC(=O)Nc3ccccc3)N(Cc3ccccn3)C2=S)cc1 (stereo not given),11,-4.0,-0.2,102.0,0.0,-2.0,-4.0,98.5,-1.0,-4.0,101.4
CCC(C)c1ccc(NC(=S)NCc2cccnc2)cc1 (stereo not given),8,19.0,7.7,91.9,0.2,12.0,23.0,93.6,11.0,15.0,95.9
O=C(NC1CCCCC1)c1ccc(S(=O)(=O)N2CCOCC2)cc1,39,-12.0,1.8,100.8,0.5,-3.0,-5.0,100.7,2.0,-3.0,103.6
CCN1CCN(C(=O)c2ccc3c(c2)c(C)c(C)n3Cc2ccccc2)CC1,15,-5.0,1.3,97.3,3.4,-3.0,-7.0,99.9,-3.0,-9.0,96.1
CCOc1ccc2[nH]c(=O)c(CN(CCN3CCCC3)C(=S)Nc3ccccc3OC)cc2c1,10,-1.0,1.5,99.9,0.5,-3.0,0.0,100.7,-4.0,-6.0,100.7
Nc1n[nH]c(C(F)(F)F)c1-c1ccccc1,13,-2.0,1.0,91.4,0.6,0.0,1.0,98.3,0.0,0.0,99.4
CCOC(=O)N1CCN(S(=O)(=O)c2ccc(C(=O)NNc3nc4c(C)cccc4s3)cc2)CC1,18,-1.0,-3.8,·,-1.0,-1.0,3.0,·,-1.0,-17.0,·
CC(C)(C)N(NC(=O)Nc1ccccc1)C(=O)c1ccccc1,5,-6.0,1.2,107.9,0.7,-2.0,-2.0,104.7,-2.0,-4.0,100.4
COCC(=O)Nc1ccc(N(C)C)cc1,31,1.0,0.8,103.3,0.8,-5.0,-8.0,101.3,3.0,-4.0,100.4
CN(Cc1cccc(Cl)c1Cl)c1ccc(S(=O)(=O)N2CCCCC2)cc1[N+](=O)[O-],9,-6.0,7.6,94.7,1.6,-3.0,1.0,94.8,-5.0,-5.0,90.0
COc1ccccc1N1C(=O)c2ccc(C(=O)Nc3nccs3)cc2C1=O,10,-3.0,16.3,92.0,0.2,-3.0,-3.0,94.1,-1.0,0.0,91.3
Cc1ccc(C)c(C(=O)OCC(=O)Nc2cccc(S(=O)(=O)NC3=NCCCCC3)c2)c1,18,0.0,1.0,96.8,-0.2,0.0,-2.0,100.3,-1.0,0.0,99.0
O=C(CNC(=O)C1CCCCC1)NCCCO,15,2.0,-9.4,100.0,-1.2,6.0,3.0,108.3,1.0,2.0,97.8
CC1=C(C(=O)O)N2C(=O)C(NC(=O)c3nn(C)cc3[N+](=O)[O-])C2SC1 (stereo not given),19,-4.0,-1.9,?,-0.1,0.0,12.0,91.3,-1.0,-23.0,97.1
CCN(Cc1ccncc1)C(=O)C1CCN(S(=O)(=O)c2cccs2)CC1,18,-5.0,2.7,101.5,0.5,-6.0,-13.0,97.7,0.0,-7.0,98.8
CC(C)c1ccc(CNC(=O)C(=O)NCCCn2ccnc2)cc1,9,0.0,2.0,102.0,0.2,-1.0,-5.0,106.4,0.0,0.0,102.9
COCCNC(=O)Cn1cc(/C=N/NC(=O)c2ccc(Oc3ccc(O)cc3)cc2)c2ccccc21,25,-2.0,-3.8,99.0,-1.0,-1.0,-5.0,101.1,-1.0,-5.0,95.3
O=C(NC(=S)NCC1COc2ccccc2O1)c1ccccc1 (stereo not given),20,-6.0,1.7,·,0.7,·,0.0,·,-4.0,-4.0,·
Cc1ccc(-c2cc(C(=O)Nc3ccc(S(=O)(=O)Nc4cc(C)on4)cc3)c3ccccc3n2)c(C)c1,33,-1.0,6.7,103.4,0.8,-7.0,-16.0,100.5,-2.0,-13.0,103.3
O=C(Nc1ncc(Cc2cccc(Cl)c2Cl)s1)c1ccc([N+](=O)[O-])cc1,16,-2.0,0.5,92.8,-0.2,0.0,-2.0,95.8,1.0,-2.0,93.9
Cc1ccccc1-c1nc(C#N)c(NCc2ccco2)o1,13,2.0,24.6,98.0,0.8,1.0,-4.0,101.5,4.0,1.0,100.2
Cc1cc(NC(=O)CN(C)S(=O)(=O)c2cccc(Cl)c2)no1,29,-2.0,0.0,?,0.0,-1.0,-5.0,97.4,0.0,-1.0,89.2
CC(=O)N1[C@H](Cc2ccccc2)C=C[C@]1(C)C(=O)NCCc1c[nH]c2ccccc12,19,-1.0,5.5,102.0,1.9,0.0,0.0,101.2,0.0,-3.0,102.5
CCOc1ccc(C2Nc3ccc4ccccc4c3-c3c2c(=O)oc2ccccc32)cc1 (stereo not given),19,-2.0,-1.4,101.0,-0.8,3.0,1.0,100.1,-5.0,-1.0,102.0
COc1ccccc1NC(=O)Cc1c(F)cccc1Cl,11,-7.0,68.5,104.1,0.7,-6.0,-4.0,99.3,-5.0,-6.0,104.9
O=C(NCCCn1ccnc1)C1c2ccccc2Oc2ccccc21,21,-6.0,-0.3,103.0,0.0,0.0,-2.0,107.8,0.0,0.0,105.1
CC(C)(C)OC(=O)[C@H](Cc1ccccc1)NC(=O)c1nc[nH]c1C(=O)NC1CCN(C(=O)OC(C)(C)C)CC1,19,-3.0,7.6,108.1,3.5,-1.0,-5.0,103.2,-1.0,-4.0,105.8
CCC(C)NC(=O)c1ccc2c(c1)N(Cc1ccccc1)C(=O)CS2 (stereo not given),12,0.0,4.5,99.4,0.6,0.0,-3.0,100.4,0.0,-2.0,98.9
O=C(Nc1ccccc1N1CCOCC1)c1cnccn1,11,2.0,12.6,98.9,1.7,1.0,0.0,98.9,2.0,13.0,98.3
COC(/C=C/Nc1ccc(Br)cc1)=C(C#N)C#N,21,-3.0,1.8,105.8,0.0,-4.0,1.0,107.3,-1.0,-3.0,107.1
CS(=O)(=O)c1ccc(Cl)c(NC(=O)Cc2c(F)cccc2Cl)c1,8,-1.0,-0.7,99.2,0.2,-5.0,-6.0,98.0,0.0,0.0,99.7
COc1ccc(C(=O)Oc2ccc3c(C)cc(=O)oc3c2C(C)=O)cc1,20,-4.0,2.8,98.8,0.3,-5.0,-3.0,102.1,-7.0,-3.0,102.1
Cc1cc(C(=O)COC(=O)CC2Sc3ccccc3NC2=O)c(C)n1-c1ccccc1 (stereo not given),12,0.0,5.2,98.6,1.1,9.0,0.0,99.1,0.0,4.0,95.1
CCN(CC)S(=O)(=O)c1cc(NC(=O)C(C)N2CCc3ccccc32)ccc1C (stereo not given),12,1.0,2.0,?,0.5,-1.0,0.0,100.8,3.0,-1.0,102.3
CCN(CC)CC(O)COc1ccc2c(c1)c(C(C)=O)c(C)n2-c1ccccc1 (stereo not given),15,-7.0,6.1,98.3,1.2,2.0,-2.0,100.0,-3.0,-8.0,94.3
C=CCn1c(N)cc(=O)nc1SCC(=O)Nc1ccc2ccccc2c1,17,-2.0,0.0,102.5,-0.2,2.0,1.0,103.3,0.0,-5.0,102.3
C=CCOC(=O)C1=C(C)OC(N)=C(C#N)C1c1ccc(F)cc1 (stereo not given),77,-3.0,2.2,101.8,0.4,-4.0,-8.0,99.4,-1.0,-1.0,100.9
CCOc1ccc(-c2nnn(CC(=O)N3CCN(c4ccc(F)cc4)CC3)n2)cc1OCC,13,0.0,15.4,94.9,1.8,-9.0,-10.0,100.6,2.0,-6.0,100.5
Cn1cccc1CC(=O)N/N=C/c1cccc2ccccc12,29,1.0,5.0,97.3,0.2,-10.0,-11.0,104.8,2.0,-9.0,95.7
CCOC(=O)c1ccccc1NC(=O)Nc1ccc(OC)c(OC)c1,52,0.0,0.4,90.2,0.3,-2.0,-6.0,101.1,0.0,-2.0,88.7
COc1ccc(CCN(Cc2cccs2)S(=O)(=O)c2ccc(S(=O)(=O)N3CCCCCC3)cc2)cc1OC,10,-4.0,13.3,102.3,3.2,-9.0,-4.0,100.0,-6.0,-6.0,101.4
O=C(Nc1ccc(F)c(F)c1)NC1CCCCC1,21,0.0,3.3,94.5,0.4,-3.0,1.0,98.4,0.0,-3.0,94.0

# In a second layout: entries from further up
# Results follow in this order: GSH bead fluor	Bcl-XL Bim block	ABCG2 inh	RGS7-Gao reg	ABCB1 inh	Bcl-2 Bim block	Bim-Bfl-1	RGS8-Gao	Bim-Bcl-W	Bim-Bcl-B	RGS4-Gao reg
> Cc1cc2nc(C3CCN(C(=S)NCCCOC(C)C)CC3)[nH]c2cc1C
  15	-3.0	3.0	103.4	0.4	-2.0	-7.0	105.2	0.0	-8.0	100.3
> COc1ccc(N2C(=O)C(CC(=O)Nc3ccccc3)N(Cc3ccccn3)C2=S)cc1 (stereo not given)
  11	-4.0	-0.2	102.0	0.0	-2.0	-4.0	98.5	-1.0	-4.0	101.4
> CCC(C)c1ccc(NC(=S)NCc2cccnc2)cc1 (stereo not given)
  8	19.0	7.7	91.9	0.2	12.0	23.0	93.6	11.0	15.0	95.9
> O=C(NC1CCCCC1)c1ccc(S(=O)(=O)N2CCOCC2)cc1
  39	-12.0	1.8	100.8	0.5	-3.0	-5.0	100.7	2.0	-3.0	103.6
> CCN1CCN(C(=O)c2ccc3c(c2)c(C)c(C)n3Cc2ccccc2)CC1
  15	-5.0	1.3	97.3	3.4	-3.0	-7.0	99.9	-3.0	-9.0	96.1

# Additional compounds follow:
SMILES,GSH bead fluor,Bcl-XL Bim block,ABCG2 inh,RGS7-Gao reg,ABCB1 inh,Bcl-2 Bim block,Bim-Bfl-1,RGS8-Gao,Bim-Bcl-W,Bim-Bcl-B,RGS4-Gao reg
Cc1ccccc1NC(=S)NCCC(c1ccccc1)c1ccccc1,37,-16.0,-0.2,102.8,0.0,-12.0,-7.0,105.7,-11.0,-10.0,108.7
C/C(=N\NC(=S)NCCc1ccccc1)c1ccc(C)cc1,23,-10.0,6.5,105.6,0.5,-7.0,-5.0,104.1,-9.0,-10.0,106.2
CC(CCc1ccccc1)NC(=O)C1CCCN(c2nnc(-n3cccc3)s2)C1 (stereo not given),15,-11.0,15.4,97.6,1.5,-8.0,-12.0,95.2,-8.0,-12.0,91.9
COc1ccc(OC)c(-c2nnc(-c3ccc(C)o3)o2)c1,48,0.0,4.5,99.4,1.1,0.0,0.0,101.1,1.0,0.0,99.0
Cc1ccc(SCC(=O)Nc2ccc3c(c2)OCCO3)cc1,10,-6.0,0.3,89.0,0.0,-4.0,-3.0,91.3,-3.0,-7.0,89.4
Cc1noc(C)c1C1(O)CCCCCCCCCCC1,7,13.0,0.4,100.8,-0.2,11.0,18.0,100.1,9.0,9.0,101.2
Cc1cccc(CCNS(=O)(=O)c2ccc(S(=O)(=O)NC3CCCC3)cc2)c1,12,-1.0,2.3,93.2,0.7,-5.0,-1.0,96.9,-2.0,-2.0,93.6
